Source: PubChem (National Center for Advancing Translational Sciences (NCATS))
LDHA block: qHTS assay for inhibitors of human lactate dehydrogenase; 0.15% of 480,000 active; activity change, % (values are at about 110 or 230 µM); AID 1347041, 2019; purified LDHA, NADH/diaphorase-resazurin fluorescence; stronger effect = lower value; in the data active = activity change below about -30%; inconclusive = mostly about -25% to -30%;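 also: plate controls were DMSO wells for no effect and wells without enzyme for full effect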
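LDH5 2 nM; NADH 0.06 mM, pyruvate 0.2 mM; 200 mM Tris pH 7.4, EDTA, Tween-20; 5 min RT. Detection: diaphorase 0.133 mg/mL + resazurin 37 µM, fluorescence ex540/em590 at 0 and 20 min; normalized to enzyme-free and DMSO wells.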
Vif-APOBEC3G blk: qHTS for Inhibitors of Vif-A3G Interactions: qHTS; HeLa A3G-eYFP + Vif (tagged APOBEC3G with the HIV-1 protein that degrades it), YFP fluorescence, overnight; AID 602310, 2012; DNA dC->dU-editing enzyme APOBEC-3G (Homo sapiens), Q9HC16; Potency, µM (top dose mostly 46.1 µM), for inactives: at the highest dose activity, negative = active, most hits filed as inhibitors; 0.076% of 410,000 active;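 also: potency is read from the fitted curve at half-maximal effect; % is scaled to controls: 0 for no effect and ±100 for the full control effect; nearly all actives have a fitted effect of over 60% in size; hits raise eYFP signal because A3G escapes Vif-driven loss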
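Read-out is eYFP fluorescence (Ex 488/Em 500-530) from Vif-expressing HeLa A3G-eYFP cells; more signal means A3G escaped Vif-mediated degradation. Cells plated overnight, compound pinned in, incubated overnight at 37 deg C.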
mIDH1 inhibitor: qHTS for Inhibitors of mutant isocitrate dehydrogenase 1 (IDH1): qHTS; IDH1-R132H enzyme, NADPH consumption, diaphorase/resazurin fluorescence; Potency, µM (doses to about 76.6 µM), inactives show at the highest dose activity change, negative = inhibition, hits mostly inhibitors; Isocitrate dehydrogenase [NADP] cytoplasmic (Homo sapiens), O75874; 0.093% of 390,000 active; also: potency is read from the fitted curve at half-maximal effect; % is scaled to controls: 0 for no effect and ±100 for the full control effect; nearly all actives have a fitted effect of over 65% in size
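IDH1-R132H (0.5 ug/mL dispensed) in pH 7.5 Tris buffer was preincubated 30 min with compound, then given a substrate mix of 0.016 mM NADPH and 2 mM alpha-KG for 80 min at room temperature; remaining NADPH was read by diaphorase/resazurin fluorescence.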
rTrxR1 inhibitor: qHTS Assay for Inhibitors of Mammalian Selenoprotein Thioredoxin Reductase 1 (TrxR1): qHTS; 1% of 390,000 active; recombinant rTrxR1, NADPH fluorescence consumption, selenite substrate; Potency, µM (doses to about 114 µM), for the others: top-dose activity change, negative = inhibition, usual class: inhibitors; AID 588453, 2011; also: potency is read from the fitted curve at half-maximal effect; % is scaled to controls: 0 for no effect and ±100 for the full control effect; nearly all actives have a fitted effect of over 65% in size
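Rat TrxR1 (90 nM in the dispensed reagent) was pre-reduced with 400 uM NADPH for 5 min at room temperature, then incubated with compound for 15 min. After 400 uM selenite was added, NADPH fluorescence (Ex 340/Em 450 nm) was followed for 8 min.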
GRP78 ERSR act: qHTS for Inducers of the Endoplasmic Reticulum Stress Response (ERSR) in Human Glioma: qHTS; AID 602332, 2012; 0.02% of 420,000 active; U87-MG GRP78 promoter luciferase reporter, 16 h; Potency, µM, inactives show at the top dose activation, usual class: activators; also: potency is read from the fitted curve at half-maximal effect; series mostly up to about 76 µM; % of control where 0% means no effect; nearly all actives have a fitted effect of over 35% in size
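ERSR induction read as luciferase luminescence (Bright-Glo, 10 min at room temperature) in stably transfected human U87-MG glioma cells exposed to compounds for 16 h, using GRP78 as sensor.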
USP1 inh: Inhibitors of USP1/UAF1: Primary Screen. Ubiquitin carboxyl-terminal hydrolase 1 (Homo sapiens), O94782. recombinant USP1/UAF1, Ub-Rhodamine cleavage fluorescence. Potency, µM (titrated, usually from 57.1 µM), for the others: at the top dose activity change, negative = inhibition, actives largely listed as inhibitors. 0.23% of 390,000 active; also: potency is read from the fitted curve at half-maximal effect; % is scaled to controls: 0 for no effect and ±100 for the full control effect; nearly all actives have a fitted effect of over 60% in size; inactives centre near -12
Target sequence (O94782 whole entry, looked up): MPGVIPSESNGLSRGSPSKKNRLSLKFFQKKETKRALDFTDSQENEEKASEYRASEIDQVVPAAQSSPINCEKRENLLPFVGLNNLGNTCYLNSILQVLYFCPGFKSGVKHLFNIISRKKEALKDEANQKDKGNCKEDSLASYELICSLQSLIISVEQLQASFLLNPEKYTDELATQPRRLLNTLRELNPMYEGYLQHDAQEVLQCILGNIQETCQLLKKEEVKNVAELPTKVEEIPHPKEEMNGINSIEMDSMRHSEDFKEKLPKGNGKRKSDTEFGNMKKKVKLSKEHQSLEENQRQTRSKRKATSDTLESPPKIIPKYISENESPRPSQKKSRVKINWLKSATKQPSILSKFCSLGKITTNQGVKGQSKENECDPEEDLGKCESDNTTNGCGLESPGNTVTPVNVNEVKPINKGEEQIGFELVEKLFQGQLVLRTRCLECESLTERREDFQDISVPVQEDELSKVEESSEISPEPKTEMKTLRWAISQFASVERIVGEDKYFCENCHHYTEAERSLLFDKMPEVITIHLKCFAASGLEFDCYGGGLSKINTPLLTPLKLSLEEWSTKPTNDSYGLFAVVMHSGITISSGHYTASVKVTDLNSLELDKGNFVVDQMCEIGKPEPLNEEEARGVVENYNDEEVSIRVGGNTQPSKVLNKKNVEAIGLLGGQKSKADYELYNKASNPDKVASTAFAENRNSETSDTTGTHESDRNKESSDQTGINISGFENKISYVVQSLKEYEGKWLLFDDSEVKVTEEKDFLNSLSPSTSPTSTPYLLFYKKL
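Step one: compound is pinned into 1nM USP1/UAF1 in HEPES pH 7.8 buffer with TCEP. Step two: 15 min room-temperature incubation. Step three: Ub-Rho (150nM final) starts cleavage, tracked by fluorescence over six one-minute reads.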
Vif-A3F inh: qHTS for Inhibitors of Vif-A3F Interactions: qHTS | HeLa A3F-eYFP + Vif (tagged APOBEC3F with the HIV-1 protein that degrades it), YFP fluorescence increase | Potency, µM (series often up to 46.1 µM), for inactives: top-dose activity, negative = active | 0.2% of 390,000 active; also: potency is read from the fitted curve at half-maximal effect; % of control where 0% means no effect; nearly all actives have a fitted effect of over 65% in size
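Fluorescence increase (Ex 488/Em 500-530) after overnight compound treatment at 37 deg C flags inhibition of Vif-driven A3F-eYFP loss in stable HeLa A3F-eYFP/Vif cells seeded overnight beforehand.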
TrxR1 substrate: qHTS Assay for Substrates of Mammalian Selenoprotein Thioredoxin Reductase 1 (TrxR1): qHTS; 0.01% of 390,000 active; Potency, µM (doses to about 114 µM), for inactives: at the highest dose activity change, negative = substrate turnover; Thioredoxin reductase 1, cytoplasmic (Rattus norvegicus), O89049; purified TrxR1 substrate turnover, NADPH consumption readout; also: potency is read from the fitted curve at half-maximal effect; % is scaled to controls: 0 for no effect and ±100 for the full control effect; nearly all actives have a fitted effect of over 50% in size
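Rat TrxR1, dispensed at 90 nM, was prereduced with 400 uM NADPH (final) for 5 min at ~22 deg C, then incubated with compound 15 min before 400 uM selenite. A first-read NADPH fluorescence drop versus no-compound background flagged substrates.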
RGS4 inhibitor: Inhibitors of Regulator of G Protein Signaling (RGS) 4: qHTS. Regulator of G-protein signaling 4 (Homo sapiens), P49798. Transcreener GDP fluorescence polarization, RGS4-accelerated GTP hydrolysis. Potency, µM (top dose mostly 114 µM), inactives show at the top dose activity change, negative = inhibition, hits mostly inhibitors. 0.039% of 390,000 active. AID 504845, 2011; also: potency is read from the fitted curve at half-maximal effect; % is scaled to controls: 0 for no effect and ±100 for the full control effect; nearly all actives have a fitted effect of over 75% in size; some results filed as inactive show a strong effect at the top dose
Target sequence (P49798 whole entry, looked up): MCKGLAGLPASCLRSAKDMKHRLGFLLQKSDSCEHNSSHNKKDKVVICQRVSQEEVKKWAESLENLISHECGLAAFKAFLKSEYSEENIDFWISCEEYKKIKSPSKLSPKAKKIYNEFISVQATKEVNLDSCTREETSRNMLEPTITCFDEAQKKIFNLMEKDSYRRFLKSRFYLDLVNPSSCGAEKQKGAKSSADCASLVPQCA
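MLSMR compounds (23 nl, pin-transferred) preincubated 10 min at room temperature with a 500nM (2x) first reagent, then RGS4 at 900nM (2x) plus Transcreener GDP mix added; fluorescence polarization (620/688 nm) read before and after 90 min at 30 °C.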
Numbers without * were called inactive; ? = inconclusive; · = no result given; & = joins results of further samples; [ ] = another dose, or the depositor's remark. Unless noted, calls follow the shape of the dose curve; as a rule, active = well fitted curve in the direction sought with a large enough effect; inconclusive = small, poorly fitted or top-dose-only effect, or another doubt; inactive = no such curve, though single readings can be large; an effect the other way counts as inactive or inconclusive. This is a subset; count on the stated rates, not on these rows.

SMILES	LDHA block	Vif-APOBEC3G blk	mIDH1 inhibitor	rTrxR1 inhibitor	GRP78 ERSR act	USP1 inh	Vif-A3F inh	TrxR1 substrate	RGS4 inhibitor
O=C(CS(=O)(=O)c1ccccc1)N1CCCCCC1	-3	-3%	3%	8%[57.1 µM]	0%	-2%	-6%	-2%[57.1 µM]	-28%
COC(=O)C(NC=O)C(O)(Cc1ccccc1)C(F)(F)F (stereo not given)	-2	0%	-2%	24%	2%	-1%	-9%	5%	44%
Cc1ccc(-c2nn[nH]n2)cc1	6	-1%	5%	10%	-3%	-7%	8%	1%	25%
CCN(CC)c1ccc(NC(=O)Cn2c(C)c3cnn(-c4ccccc4)c(=O)c3c2C)c(C)c1	10	4%	19%	13%	1%	-18%	5%	1%	0%
COc1cnc(-c2ccccn2)nc1N(C)C	-5	2%	-4%	-1%	-5%	-24%	-15%	2%	-13%
COc1cccc(C(C(=O)NC2CCCCC2)N(C(=O)c2ccco2)c2ccccc2OC)c1 (stereo not given)	1	-4%	?	15%	-3%	-23%	-22%	1%	3%
CCOC(=O)C1CCN(C(=O)COc2cccc(C)c2)CC1	-1	-2%	11%	8%	2%	-18%	-2%	-5%	-17%
Cc1ccc(NC(=O)c2ccc(Br)o2)c([N+](=O)[O-])c1	-3	-9%	1%	11%	-1%	-10%	14%	-3%	2%
O=C(Nc1ccc(C(=O)O)cc1)/C(=C\c1ccco1)NC(=O)c1ccc(Br)cc1	4	1%	4%	·	1%	-11%	-2%	·	·
CCNS(=O)(=O)c1c(C)cc(C)c(N(C)S(=O)(=O)c2ccccc2)c1C	-4	0%	4%	8%[57.1 µM]	0%	1%	2%	-5%	17%
Cc1ccc(CNC(=O)c2ccc3c(c2)NC(=O)C(CS(=O)(=O)Cc2cccc(F)c2)N3)cc1 (stereo not given)	3	-6%	-5%	-15%	-2%	-25%	-24%	1%	-16%
CCOC(=O)CC(=O)CSCC(=O)Nc1ccc(C)cc1	1	1%	-1%	-14%	0%	-9%	-3%	6%[57.1 µM]	-36%
CCNC(=O)N1CCCC(C(=O)c2ccc(OC)c(OC)c2)C1 (stereo not given)	1	0%	22%	11%	-3%	-10%	9%	-2%	-9%
Cc1cc(NN)nc(Cc2ccccc2)n1	1	-8%	0%	8%	-5%	-15%	-3%	0%	-6%
Cc1ccc(NC(=O)CCC(=O)NNC(=O)COc2ccccc2)c(C)c1	-4	-5%	10%	-10%	-6%	-9%	?	-12%	23%
Cc1cccc(-n2cnc3cc(C(=O)NCC4CCCO4)ccc32)c1 (stereo not given)	-2	?	-1%	·	-4%	-13%	-2%	·	·
NC(=O)c1ccccc1OCC(=O)c1ccc(Cl)cc1	-8	3%	9%	32%[57.1 µM]	-1%	-24%	5%	18%[57.1 µM]	15%
Cc1nc2c(c(C)nn2-c2ccccc2)c(C)c1C	-4	0%	2%	3%[57.1 µM]	-4%	-6%	-3%	9%[57.1 µM]	-24%
Cc1ccc(CNC(=O)CSc2nc(=O)n3cccc(C)c3n2)cc1	-4	2%	4%	-7%	-1%	-21%	-1%	-10%	-30%
Cc1ccc(NC(=O)CNC(=O)c2ccc(Br)o2)nc1	0	0%	-1%	-12%	-5%	-4%	3%	-9%	10%
CCCn1c(NCc2cccc(OC)c2O)nc2ccccc21	6	1%	1%	-5%[57.1 µM]	3%	-3%	8%	-10%	7%[11.4 µM]
CCOC(=O)C1=C(COC(=O)CSc2ccc(Br)cc2)NC(=O)NC1C (stereo not given)	-3	-1%	4%	12%	-2%	-9%	1%	-3%	5%
COc1ccc(NC(=O)[C@@H]2CCCN2S(=O)(=O)c2cccc3cccnc23)cc1	1	1%	0%	10%	-3%	-21%	1%	5%	3%
CCNc1nc(NCC)n2c(SCC(=O)Nc3ccc(C)c(C)c3)nnc2n1	-2	-7%	-10%	8%[57.1 µM]	2%	-11%	2%	5%[57.1 µM]	22%
CCc1c(C(=O)N/N=C/c2cccs2)nnn1-c1nonc1N	-9	-4%	3%	2%[57.1 µM]	5%	-6%	-5%	-1%[57.1 µM]	12%
CCOC(=O)C1CCN(c2nc(C)cc(C)c2C#N)CC1	-4	-1%	0%	10%	-7%	-12%	-2%	41%[activator]	31%
Nn1c(COc2ccccc2)nc2ccccc2c1=O	-6	0%	3%	12%	6%	-1%	·	3%	-1%
COC(=O)C(CC(C)C)NC(=O)CSc1nc(-c2ccccc2)c(C#N)c(=O)[nH]1 (stereo not given)	-7	1%	-8%	12%[57.1 µM]	-3%	-1%	1%	11%[57.1 µM]	14%
c1cncc(CNc2ncnc3sc4c(c23)CCCC4)c1	-2	-8%	3%	14%[57.1 µM]	-3%	-17%	-17%	10%[57.1 µM]	11%
Cc1c(S(=O)(=O)N2CCCC2)c(=O)n(C)c(=O)n1C	0	1%	-1%	6%[57.1 µM]	-6%	-9%	-6%	2%[57.1 µM]	-1%
COc1ccc(CNC(=O)C(OC(=O)c2ccco2)c2ccccc2F)cc1 (stereo not given)	-1	2%	2%	17%	0%	-10%	-6%	-3%	6%
COc1cccc(N2C(=O)CN(Cc3ccc(OC)c(OC)c3)C2=S)c1	-14	-6%	0%	-9%	-5%	-24%	4%	-11%	5%
C[C@@H]1CC[C@@]2(O[C@H](CCO)C[C@H](O)[C@H]2O)O1	-7	0%	-10%	16%[57.1 µM]	1%	-13%	3%	9%[57.1 µM]	19%
CCOC(=O)[C@@H]1[C@H]2COc3cc(OC)ccc3[C@@H]2N2C(=O)N(c3cccc(C)c3)C(=O)[C@@]12C	0	6%	-6%	11%	-5%	-24%	0%	0%	-15%
COc1ccc(-c2onc(C)c2-c2cnn(-c3ccccc3)c2)c(O)c1C	-1	-25%	2%	0%[57.1 µM]	-4%	-21%	-5%	-5%[57.1 µM]	-9%
Cc1ccc(S[C@@H](CCN2CC[C@H](NC(=O)OCc3ccccc3)CCC2=O)c2ccccc2)cc1	-6	-3%&4%	-2%	38%&-10%	-2%&-3%	-22%	3%	8%[57.1 µM]	12%
Cc1onc(-c2ccc3c(c2)OCO3)c1-c1ccc2[nH]ccc2c1	-1	-12%&-14%	-3%	5%&-2%	-4%&2%	-22%	-4%	-3%&-1%	-2%
Cc1ccc(-c2cc(N)n[nH]2)cc1	1&2	-7%	2%	43%[activator]	0%	-7%	-6%	12%	4%
CC(C)c1nnc(SCC(=O)N2CCc3ccccc32)n1C	-10	-7%	23%	5%	-1%	-15%	-16%	2%	-4%
O=C(COc1cccc2c1CCN(Cc1ccccc1)C2=O)N1CCCCC1	-4	-9%	1%	5%[57.1 µM]	-3%	-11%	?	9%[57.1 µM]	-28%
COc1cccc(N2C(=O)CC(N3CCN(S(=O)(=O)c4ccccc4)CC3)C2=O)c1 (stereo not given)	-3	2%	8%	-14%	-5%	-13%	2%	5%	-11%
Cc1cc(=O)[nH]c(SCC(=O)Nc2ccc(C)c(S(=O)(=O)N3CCCCC3)c2)n1	-4	0%	-2%	6%	-2%	-3%	1%	-2%	4%
C=CCn1c(SC(C)C(=O)NCc2ccc3c(c2)OCO3)nc2scc(-c3ccccc3)c2c1=O (stereo not given)	-8	0%	1%	21%	-5%	-22%	2%	2%	-7%
Cc1ccc(N2CCN(c3c(CN4CCCC4)c(=O)oc4ccccc34)CC2)c(C)c1	-10&-4	1%	-15%	-14%	-3%	-4%	-4%	-11%	4%
CCOc1ccc(Nc2c(S(=O)(=O)c3ccccc3)cnc3ccc(F)cc23)cc1	3	6%	-14%	0%	-4%	-11%	-7%	-9%	7%
Nc1ccccc1N=Nc1ccccc1N	1	-29%	-9%	1%	0%	?	3%	-7%	-15%
CC1(c2ccccc2)NC(=O)N(CC(=O)N2CCN(S(=O)(=O)c3cccc(C(F)(F)F)c3)CC2)C1=O (stereo not given)	-3	0%	11%	8%	-3%	-10%	5%	-5%	-11%
COc1ccc(S(=O)(=O)N(C)C[C@@H]2OCc3cn(nn3)CCCC(=O)N([C@@H](C)CO)C[C@H]2C)cc1	-12	-4%	11%	·	2%	-28%	-2%	·	·
CCOC(=O)c1cccc(S(=O)(=O)N2CCOCC2)c1	-6	-1%	4%	29%[57.1 µM]	0%	-8%	15%	-11%[57.1 µM]	-3%
COc1cc2c(cc1OC)CN(C(C)C(=O)Nc1ccc(NC(C)=O)cc1)CC2 (stereo not given)	-5	1%	12%	-9%	1%	-11%	-3%	-8%	10%
